CCT modulator = modulators of cytosolic chaperonin (CCT/TRiC) activity. AID 651819. purified chaperonin ATPase assay, HTRF ADP detection, 30 min. activity change, % (test concentration not listed), hits read low. 360,000 compounds, 0.3% hits; in the data active means activity change below about -30%; further: on the % scale 0 is the no-effect control and ±100 the full control effect
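We incubate TRiC, 40 or 20 nM final, with library compounds at 76 uM and 10 uM ATP for 30 min at 37 °C. ADP formed is detected with Transcreener HTRF reagents after 30 min at room temperature.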
Akt phos inh = blocks phosphorylation of Akt | Neuro2A IGF-stimulated pAkt S473 HTRF, 20 min; stronger effect = lower value | activity change, % for hits at 50 µM | 360,000 compounds, 0.32% hits; in the data active means activity change below about -80%; inconclusive means mostly about -51% to -80%; further: on the % scale 0 is the no-effect control and ±100 the full control effect
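Neuro2A cells (4,500/well, DMEM with 0.5% FBS) were treated with compound at a single 50 µM final concentration, stimulated with 6 nM IGF for 20 min at 37 °C, and lysed. Phospho-Akt Ser473 was read by HTRF as 665/615 ratio ×10^4.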
TGFb inhibitor = inhibitors of TGF-b signaling; Potency, µM (titrated, usually from 46.1 µM), without a hit: at the highest dose activity, negative = inhibition, actives largely listed as inhibitors; AID 588855; HepG2 CAGA-GFP TGF-b/SMAD3 reporter, GFP fluorescence, 18 h; TGF-beta stimulated, 500 pg/mL final; 410,000 compounds, 1.2% hits; further: potency means the concentration at half of the fitted maximal effect; on the % scale 0 is the no-effect control and ±100 the full control effect; nearly all actives have a fitted effect of over 65% in size
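First, reporter cells (HEPG2 CAGA-GFP) rested 2 h at 37 degrees C. Next, compounds were pinned in and TGF-beta added to 500 pg/mL final. After 18 h, GFP was imaged per cell and summed per well.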
Nrf2 block = blocks Nrf2 signaling | A549 ARE-Fluc reporter, luciferase luminescence, 18-24 h | Potency, µM (doses to about 46 µM), inactives show at the top dose activity change, negative = inhibition, actives largely listed as inhibitors | 360,000 compounds, 2.1% hits; further: potency means the concentration at half of the fitted maximal effect; on the % scale 0 is the no-effect control and ±100 the full control effect; nearly all actives have a fitted effect of over 60% in size
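Concentration-response testing used A549 ARE_Fluc cells at 5000 cells/well. Following an 18-24 h compound incubation, viability was read by fluorescence (Ex 405/Em 525) and luciferase output by luminescence.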
Mm-Cpn inhibitor = M. maripaludis TRiC chaperonin inhibition. purified Mm-Cpn ATPase, ADP Transcreener TR-FRET. Potency, µM (top dose mostly 76.9 µM), inactives show top-dose activity, negative = inhibition, most hits filed as inhibitors. 330,000 compounds, 0.031% hits. AID 504842; further: potency means the concentration at half of the fitted maximal effect; on the % scale 0 is the no-effect control and ±100 the full control effect; nearly all actives have a fitted effect of over 80% in size
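ATPase turnover read by TR-FRET ADP competition (Eu cryptate antibody/ADP-d2, 665/590 nm): 10uM ATP final, 25nM Mm-CPN final, 30 min 37degC after 10-min compound preincubation, pH 7.4 Tris/KCl/MgCl2/DTT buffer.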
EPAC2 ag = agonists of human EPAC2 (RAPGEF4); Q8WZA2; EPAC2 activation, biochemical qHTS; response scale: 100% = 6.5 mM cAMP response; Potency, µM (top dose mostly 154 µM), inactives show at the top dose activation, usual class: activators; 360,000 compounds, 0.079% hits; further: potency means the concentration at half of the fitted maximal effect; nearly all actives have a fitted effect of over 50% in size
Target sequence (Q8WZA2 whole entry, looked up): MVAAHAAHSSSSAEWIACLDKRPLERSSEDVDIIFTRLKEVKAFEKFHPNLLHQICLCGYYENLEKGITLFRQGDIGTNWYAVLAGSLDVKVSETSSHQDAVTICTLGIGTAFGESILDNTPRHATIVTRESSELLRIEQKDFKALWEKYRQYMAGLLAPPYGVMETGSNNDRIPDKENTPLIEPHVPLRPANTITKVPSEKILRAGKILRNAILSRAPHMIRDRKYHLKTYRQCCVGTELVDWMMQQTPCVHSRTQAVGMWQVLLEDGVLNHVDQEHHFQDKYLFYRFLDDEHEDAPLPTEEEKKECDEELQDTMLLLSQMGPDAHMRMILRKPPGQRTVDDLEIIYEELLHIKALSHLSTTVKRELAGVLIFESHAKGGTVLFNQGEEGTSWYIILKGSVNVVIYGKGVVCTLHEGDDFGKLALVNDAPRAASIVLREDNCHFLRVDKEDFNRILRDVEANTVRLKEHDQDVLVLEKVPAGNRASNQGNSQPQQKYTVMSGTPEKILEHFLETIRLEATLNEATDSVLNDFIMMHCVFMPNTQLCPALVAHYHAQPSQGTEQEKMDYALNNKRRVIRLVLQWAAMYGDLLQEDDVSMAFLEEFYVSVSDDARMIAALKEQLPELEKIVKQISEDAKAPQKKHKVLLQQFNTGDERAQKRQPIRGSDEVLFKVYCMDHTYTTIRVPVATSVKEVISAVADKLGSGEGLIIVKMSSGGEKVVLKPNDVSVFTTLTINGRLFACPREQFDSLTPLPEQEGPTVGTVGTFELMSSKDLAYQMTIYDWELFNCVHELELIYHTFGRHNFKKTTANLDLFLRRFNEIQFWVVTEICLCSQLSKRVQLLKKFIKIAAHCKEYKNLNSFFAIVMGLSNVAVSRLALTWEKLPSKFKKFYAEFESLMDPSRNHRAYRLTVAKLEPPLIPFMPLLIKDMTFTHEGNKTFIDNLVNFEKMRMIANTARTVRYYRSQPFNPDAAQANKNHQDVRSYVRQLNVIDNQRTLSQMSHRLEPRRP
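Readout is BODIPY fluorescence (480 nm excitation, 540 nm emission), which falls as labeled GDP is exchanged off Rap1B. EPAC2 at 100 nM acted on 250 nM RAP1B-BODIPY-GDP with 50 uM GDP present.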
EPAC2 antag = antagonists of human EPAC2. Potency, µM (top dose mostly 114 µM), without a hit: at the highest dose activity, negative = inhibition, hits mostly inhibitors. 360,000 compounds, 0.18% hits. EPAC2 GEF exchange of Rap1B-BODIPY-GDP, fluorescence; further: potency means the concentration at half of the fitted maximal effect; on the % scale 0 is the no-effect control and ±100 the full control effect; nearly all actives have a fitted effect of over 45% in size; many of its hits are not listed in these tables
Nrf2 ARE act = activators of Nrf2 (ARE) signaling | AREc32 ARE-luciferase reporter (MCF7-derived line), luminescence, 24 h | Potency, µM (highest dose often 46.1 µM), without a hit: at the highest dose activation, usual class: activators | 410,000 compounds, 0.31% hits | AID 624171; further: potency means the concentration at half of the fitted maximal effect; % of control where 0% means no effect; nearly all actives have a fitted effect of over 65% in size
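For detection, Steady-Glo was added and plates sat 30 min at RT; before that, AREc32_Fluc cells grown overnight in OPTI-MEM/5% FBS had been treated with 23 nL compound for 24 hr at 37 deg C.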
A549 viability = kills or reduces viability of A549 cells in Nrf2 counter-screen; Potency, µM (top dose mostly 46 µM), for inactives: at the top dose activity change, negative = cytotoxicity, actives largely listed as inhibitors; 390,000 compounds, 0.16% hits; A549 ARE-Fluc cells, CellTiter-Fluor viability, 18-24 h; further: potency means the concentration at half of the fitted maximal effect; on the % scale 0 is the no-effect control and ±100 the full control effect
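Cytotoxicity counterscreen: CellTiter-Fluor fluorescence was measured in A549 ARE_Fluc cells after 18-24 h of compound exposure in a concentration series. The subsequent BugLite luminescent read reports ARE-luciferase activity.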
An asterisk follows results filed as active; i = inactive; ? = inconclusive; . = no result given; & = joins results of further samples; [ ] = remark or other dose. Unless noted, the call rests on the fitted dose curve; in most records, active means well fitted curve in the direction sought with a large enough effect; inconclusive means small, poorly fitted or top-dose-only effect, or another doubt; inactive means no such curve, though single readings can be large; an effect the other way counts as inactive or inconclusive. Only part of the results is shown. The share of hits here may be higher or lower than overall.

SMILES	CCT modulator	Akt phos inh	TGFb inhibitor	Nrf2 block	Mm-Cpn inhibitor	EPAC2 ag	EPAC2 antag	Nrf2 ARE act	A549 viability
COC(=O)c1ccc(CNC(=O)COC(=O)CC23CC4CC(CC(Br)(C4)C2)C3)cc1	-0.3	i	-2.1%	2.7%	-1.4%	10.1%	-14.6%	0.2%[9.22 µM]	-0.1%
c1ccc2cc3c(NCCN4CCOCC4)ccnc3cc2c1	0.6	i	3.98µM*	?	?	-5.8%	0.9%	-3.7%	?
COc1ccc(S(=O)(=O)Cc2ccc(C(=O)N3CCN(c4cccc(C)c4C)CC3)o2)cc1	0.1	i	?	?	0.8%	2.9%	-24.2%	-2.2%	0.5%
CCCSC(=O)N(CC)CC(=O)Nc1c(CC)cccc1CC	-4.9	i	-1.6%	23.2%	2.1%	6.8%	10.0%	0.0%	-0.6%
O=C1CCCC(O)=C1Sc1ccccc1C(=O)O	-2.7	i	-7.2%	-12.7%	-1.7%	18.6%	12.1%[57.1 µM]	-0.4%	-2.6%
COC(=O)c1ccsc1NC(=O)CCS(=O)(=O)c1ccccc1	1.5	i	-28.6%	-14.6%	?	0.1%	4.4%	12.6µM*	-3.0%
CC1(NC(=O)c2cc(S(=O)(=O)N3CCCCC3)ccc2Cl)CCS(=O)(=O)C1 (configuration not stated)	-0.8	i	-3.3%	4.2%	-0.4%	10.7%	17.1%	-0.1%	.
COc1cc([N+](=O)[O-])ccc1NC(=O)C1CCCN(S(C)(=O)=O)C1 (configuration not stated)	-1.6	i	5.3%	0.0%	-1.3%	0.8%	5.3%	0.4%	-5.5%
CCOC(=O)c1ccc(NC(=O)c2cn(-c3ccccc3)nc2-c2ccc(Br)cc2)cc1	.	.	35.9%[activator]	-6.4%	.	.	.	-0.9%	-6.3%
CC1CCCN(CC(=O)Nc2ccc(S(=O)(=O)N3CCCCC3)cc2)C1 (configuration not stated)	-1.3	i	-12.9%	5.2%	-10.4%	4.8%	4.7%	0.1%	?
COc1ccccc1OCCCCCNCCO	-0.7	i	-37.3%	-7.3%	1.1%	4.2%	-2.0%	2.3%	1.3%
COc1ccc(S(=O)(=O)Cc2ccc(C(=O)NCc3ccccc3OC)o2)cc1	-0.3	i	-18.5%	21.7%	2.2%	5.4%	0.7%	0.2%	17.2%
Cc1ccc(OCCNC(=O)[C@H]2O[C@@H](n3ccc(=O)[nH]c3=O)[C@H](O)[C@@H]2O)cc1C	-2.4	i	3.2%	.	.	6.7%	12.1%	0.0%	.
O=C(NC(Cc1ccccc1)C(=O)O)/C(=C/c1ccc([N+](=O)[O-])cc1)NC(=O)c1ccccc1 (configuration not stated)	2.9	i	-2.1%	2.4%	0.9%	5.9%	4.6%	-0.6%	0.7%
COC(=O)C1CCN(C(=O)COC(=O)Cn2cnnn2)CC1	-1.9	i	3.7%	-6.7%	-0.3%	-2.6%	1.7%	-0.2%	-0.5%
Cc1cc2ccccc2c(=O)n1CC(=O)NCC(=O)N1CCN(c2cccc(Cl)c2)CC1	-3.2	i	?	11.5%	-2.4%	-3.1%	5.0%[57.1 µM]	0.1%	-5.6%
CSC1=NCCN1S(=O)(=O)c1ccc(F)cc1	-1.2	i	-0.2%	-8.5%	-0.7%	4.7%	8.1%	-1.0%	-1.7%
c1ccc(CSc2ncnc3c2cnn3-c2ccccc2)cc1	0.0	i	-4.3%	4.3%	-2.1%	-1.4%	0.2%	-0.7%[9.22 µM]	0.8%
CCN(Cc1ccccc1)C(=O)CN1C(=O)c2ccccc2C1=O	3.5	i	12.4%	5.5%	0.4%	0.1%	2.3%	-0.2%	-4.1%
COc1cccc(-n2c(-c3ccco3)nc3nc4ccccc4nc32)c1	2.2	i	10.8%	-7.7%	0.5%	-5.8%	-2.5%[57.1 µM]	0.0%	-3.4%
COC(=O)c1nnn(-c2ccc(Cl)c(Cl)c2)c1C(=O)OC	-0.8	i	-4.3%	9.1%	-2.0%	3.2%	13.5%	0.1%	2.2%
CCc1ccc(NC2=NC(C(=O)NC3CCCCC3)CC(=O)N2)cc1 (configuration not stated)	0.7	i	1.4%	2.5%	1.2%	1.3%	2.3%	0.4%	.
CC(C)Nc1ncnc2c1cnn2Cc1ccc(Cl)cc1	-2.5	i	-4.9%	-17.3%	0.4%	6.3%	-7.3%	-0.7%	-2.9%
CC1Sc2ccc(Cl)cc2-c2nc(N)ncc21 (configuration not stated)	-1.8	i	-5.4%	3.4%	-1.0%	2.5%	-0.3%	0.1%	4.4%
CC(C)(C)n1cnc2cc(NC(=O)c3ccc(Cl)cc3)ccc21	-0.3	i	25.3%	?	2.1%	0.7%	-3.2%	0.4%	-10.5%
CCOC(=O)c1ccc(N2C(=O)CC(N(C)Cc3ccccc3)C2=O)cc1 (configuration not stated)	1.4	i	-12.4%	2.5%	2.0%	-10.0%	-2.5%	-0.4%	-2.0%
Cc1ccc(C(=O)Nc2nnc(Cc3ccccc3)s2)cc1	-3.7	i	9.7%	0.6%	-1.4%	8.5%	7.5%	-0.2%	6.1%
CCOC(=O)c1cc(C(=O)OCC)c2cc(Br)ccc2n1	-1.8	?	-1.4%	.	?	15.9%	-4.5%	0.3%	-2.2%
Cc1ccc(C(=O)N/N=C\c2c(C)nn(-c3ccccc3)c2Cl)cn1	-2.4	i	-1.7%	29.7%	2.9%	3.8%	3.6%	9.2%	11.3%
O=C(CN1C(=O)c2ccccc2C1=O)Nc1cccc(S(=O)(=O)Nc2ccccc2Cl)c1	-3.1	i	-14.2%	-18.4%	-4.2%	22.2%	-15.2%	0.6%	-8.2%
COc1cccc(-c2cc(C(F)(F)F)nc(N3CCOCC3)n2)c1	-0.5	i	48.0%[activator]	?	2.2%	13.8%	-13.1%	-0.3%	7.1%
Cc1cccc(OCc2nc3ccccc3n2C)c1	-0.3	i	-3.4%	21.2%	-0.1%	9.5%	-6.7%	5.4%	-2.3%
CC1CC1C(=O)Nc1ccc(-c2ccccc2)cc1 (configuration not stated)	0.3	i	5.8%	?	0.6%	-3.8%	7.5%	8.0%	1.1%
COc1cccc(C(=O)Nc2c(F)c(F)c(F)c(F)c2F)c1	-2.0	i	-11.6%	-34.6%	-0.9%	2.3%	3.5%	0.0%	?
Cc1c(C=O)c2ccccc2n1CC(=O)NCc1ccc2c(c1)OCO2	0.3	i	-3.2%	21.1%	3.3%	13.7%	28.5%	-1.2%	2.3%
N#Cc1c(-c2ccccc2)nc(-c2ccncc2)[nH]c1=O	-2.5	i	-1.4%	6.1%	-5.3%	-4.3%	-5.7%	0.2%	-3.0%
CNC(=O)c1ccsc1NC(=O)CCS(=O)(=O)c1ccc(Cl)cc1	1.0	i	?	-1.7%	1.1%	-1.9%	1.8%	17.3%	1.7%
CC(C)(C)OC(=O)NCCc1nnc(S(=O)(=O)Cc2ccc(Cl)cc2Cl)o1	0.9	i	10µM*	-18.4%	0.3%	1.4%	4.2%	-2.7%	2.3%
COc1cc2c(c(OC)c1)C(c1ccncc1)CC(=O)N2 (configuration not stated)	0.3	i	1.6%	-5.1%	-0.7%	0.9%	-16.3%	0.4%	-2.7%
Cc1cc(C)nc(Nc2ccc(F)cc2)n1	-4.1	i	-6.7%	6.2%	0.2%	10.0%	3.3%	-0.4%	2.6%
O=C(CC[C@H]1O[C@@H](n2cnc3c(NC(=O)c4ccccc4)ncnc32)[C@H](O)[C@@H]1O)NCc1cccc2ccccc12	0.5	i	-22.6%	.	.	-4.6%	-16.2%	0.1%	.
N#C/C(=C/c1ccc(-c2ccccc2)o1)c1nc(-c2cccs2)cs1	0.7	i	22.9%	18.1%	-5.8%	18.6%	36.1%[activator]	24.8%[9.22 µM]	-6.4%
COCCn1c(COc2ccccc2)nnc1SCC(N)=O	0.7	i	1.1%	2.0%	-0.6%	6.7%	3.2%	-0.6%	-6.0%
CC(=O)c1c(N2CCCC2)nc(=S)n(-c2ccccc2)c1C	0.0	i	0.3%	9.0%	-0.5%	8.2%	-0.4%	-1.0%	-4.8%
CCOC(=O)c1ccc[n+](CC(=O)Nc2cc(C(F)(F)F)ccc2Cl)c1	2.3	i	2.4%	5.6%	1.5%	2.0%	1.3%	-0.9%	3.7%
COc1cc(C2NC(=O)NC(C)=C2C(=O)OCc2ccccc2)ccc1O (configuration not stated)	2.2	i	9.5%	?	0.9%	0.4%	18.9%	3.7%	?
CCOC(=O)/C(=C/c1ccccc1)NC(=O)c1ccco1	1.2	i	-12.6%	2.7%	1.5%	-13.6%	-5.9%	0.2%[9.22 µM]	9.0%
O=C(O)CSc1cccc2cccnc12	1.7&-1.8	i	?	?	-5.6%&-3.4%	2.0%&-11.8%	-2.7%&0.2%	13.2%&-0.7%	3.2%&-3.3%
CCOc1cc(C(=O)Nc2c3c(nn2C(C)(C)C)CS(=O)C3)cc(OCC)c1OCC (configuration not stated)	-2.4	i	-1.6%	6.8%	-0.3%	-18.2%	-5.3%	-0.4%	3.0%
Cn1c(=O)c2cc(NC(=O)Nc3cccnc3)ccc2n1Cc1cccc(C(F)(F)F)c1	-2.3	i	11.0%	.	.	6.1%	3.7%	-0.8%	.
Cc1ccc(-n2c3nc(=O)[nH]c(=O)c-3cc3cc([N+](=O)[O-])ccc32)cc1	-3.0	i	-17.9%	?	-2.5%	-6.5%	3.4%	6.9%	?

Screening data as filed in PubChem.
